High-throughput results deposited in PubChem BioAssay by Sanford-Burnham Center for Chemical Genomics.
SENP1 FRET inh: human SENP1 catalytic domain inhibitors, primary screen, biochemical, FRET, uHTS | hit rate 0.21% among 360,000 | inhibition, % at 10 µM | Sentrin-specific protease 1 (Homo sapiens), Q9P0U3 | recombinant SENP1 catalytic domain, CyPet-SUMO1-YPet FRET cleavage | AID 624204, 2012;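 active means inhibition at least 30% at 10 µM, raw YFP signal under a set limit, fluorescence ratio 0.5 to 1.5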;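 further: 0% = enzyme with DMSO and 100% = no enzyme wells; some results filed as inactive read as strong as hits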
Target sequence (Q9P0U3 419-644 limits assumed): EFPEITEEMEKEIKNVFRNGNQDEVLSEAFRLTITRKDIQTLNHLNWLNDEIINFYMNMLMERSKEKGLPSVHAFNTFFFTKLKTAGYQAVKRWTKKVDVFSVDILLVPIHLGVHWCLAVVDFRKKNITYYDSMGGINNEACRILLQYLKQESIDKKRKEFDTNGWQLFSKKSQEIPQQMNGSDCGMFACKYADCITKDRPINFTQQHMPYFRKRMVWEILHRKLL
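Assay system – human recombinant His6-tagged SENP1 catalytic domain enzyme · Input – SENP1 enzyme, 20 pM final · Buffer or medium – Tris pH 8 buffer plus EDTA, NaCl, BME, BSA, NP40, catalase · Schedule – 50 min reaction at room temperature · Technique – FRET read of cyan and yellow fluorescence · Control set – no-enzyme wells low, DMSO-plus-enzyme wells high control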
Apaf-1 inh: inhibitors of human Apaf-1 apoptosome, primary screen, biochemical, DEVD-Rh110 fluorescence, uHTS; reconstituted apoptosome caspase-3 activity; hit rate 0.71% among 330,000; AID 489030, 2010; Apoptotic protease-activating factor 1 (Homo sapiens), O14727; inhibition, % at 20 µM; active means inhibition of at least 40% at 20 µM;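 further: plate controls were DMSO wells for no effect and DEVD-CHO caspase inhibitor wells for full effect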
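Material: biochemical Apaf-1 apoptosome reconstitution. Medium: Hepes buffer, pH 7.5. Also added: cytochrome c activation, bis-DEVD rhodamine 110 substrate. Timing: 30 min compound preincubation, 50 min activation, room temperature. Measured by: rhodamine 110 fluorescence at Ex 480/Em 540 nm.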
HKDC1 inhibitor: HKDC1 hexokinase inhibitors, primary screen, biochemical, fluorescence, uHTS; Q2TB90; recombinant HKDC1, G6PDH/diaphorase resazurin coupled fluorescence; inhibition, % at 20 µM; hit rate 0.16% among 340,000;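 active means inhibition above about 35% when tested at 20 µM, limit read from the data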;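 further: plate controls were DMSO wells with enzyme for no effect and DMSO wells lacking enzyme for full effect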
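Incubation: 90 min at room temperature in dark / Material: recombinant HKDC1 (HK5) hexokinase enzyme, produced in-house / Quantity: enzyme 5 µg/mL final / Compound: one dose of 20 µM, 1% DMSO / Reagent: glucose and ATP substrates / Buffer or medium: Tris pH 8.0 buffer with MgCl2, Tween-20, BSA, BME / Technique: resorufin fluorescence at 613 nm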
SENP7 inh: SENP7 protease inhibitors, primary screen, biochemical, luminescence, uHTS; hit rate 1.5% among 330,000; recombinant SENP7, Z-RLRGG-aminoluciferin luminescence, 40 min; inhibition, % at 5 µM;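 active means inhibition above about 50% at the single test dose, limit read from the data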;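 further: plate controls were DMSO with enzyme for no effect and no enzyme buffer wells for full effect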
Target sequence (Q9BQF6 706-1050 limits assumed): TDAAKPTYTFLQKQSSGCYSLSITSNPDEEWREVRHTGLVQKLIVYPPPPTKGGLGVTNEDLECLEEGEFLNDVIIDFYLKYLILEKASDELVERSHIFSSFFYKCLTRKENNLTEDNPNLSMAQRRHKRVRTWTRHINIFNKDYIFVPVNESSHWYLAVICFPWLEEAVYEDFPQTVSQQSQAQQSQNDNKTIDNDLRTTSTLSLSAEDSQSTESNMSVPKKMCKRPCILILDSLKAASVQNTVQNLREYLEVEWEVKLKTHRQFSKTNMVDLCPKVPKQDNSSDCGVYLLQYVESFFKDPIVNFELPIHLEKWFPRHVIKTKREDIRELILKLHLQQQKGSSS
NLRP3 yeast inh: NALP3 inflammasome inhibitors in reconstituted yeast, primary screen, luminescence, uHTS | Yeast reconstituted NLRP3/ASC/caspase-1, beta-gal luminescence, 24 h | inhibition, % at 10 µM | hit rate 0.39% among 330,000;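 active means inhibition of 50% or more; inactive means inhibition below 50%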;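 further: plate controls were induced DMSO wells for no effect and uninduced yeast grown without galactose for full effect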
SENP6 inh: SENP6 protease inhibitors, primary screen, biochemical, luminescence, uHTS. AID 2599, 2010. hit rate 1.8% among 330,000. inhibition, % at 10 µM. Sentrin-specific protease 6 (Homo sapiens), Q9GZR1. Recombinant SENP6 catalytic domain, aminoluciferin luminescence;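 active means inhibition above about 50% at the single tested dose, limit read from the data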;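 further: plate controls were DMSO wells with enzyme for no effect and DMSO wells lacking enzyme for full effect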
SENP8 block-1: SENP8 protease inhibitors, primary screen, biochemical, luminescence; inhibition, % at 10 µM; AID 2540, 2010; hit rate 1.2% among 330,000; Sentrin-specific protease 8 (Homo sapiens), Q96LD8; purified SENP8, Z-RLRGG-aminoluciferin cleavage; in the data active means inhibition above about 50%
Target sequence (Q96LD8 whole entry, looked up): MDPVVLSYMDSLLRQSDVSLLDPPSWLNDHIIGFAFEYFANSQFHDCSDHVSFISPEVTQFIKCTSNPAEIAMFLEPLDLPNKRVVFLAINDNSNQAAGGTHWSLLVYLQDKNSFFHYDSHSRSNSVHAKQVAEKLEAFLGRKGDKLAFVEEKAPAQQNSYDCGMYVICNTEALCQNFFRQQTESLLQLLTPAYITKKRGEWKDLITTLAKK
SENP8 block-2: human SENP8 protease inhibitors, primary screen, biochemical, fluorescence, Nedd8 protein substrate, uHTS | Sentrin-specific protease 8 (Homo sapiens), Q96LD8 | recombinant SENP8 | inhibition, % at 20 µM | hit rate 0.64% among 360,000 | AID 602440, 2012; in the data active means inhibition mostly above about 40%, no sharp cut-off; inactive means mostly below about 27%
PfG6PD inh: PfG6PD enzyme inhibitors, primary screen, biochemical, fluorescence intensity, uHTS | hit rate 0.78% among 350,000 | inhibition, % at 20 µM | PfGluPho enzyme, NADPH resazurin-diaphorase fluorescence | glucose-6-phosphate dehydrogenase-6-phosphogluconolactonase (Plasmodium falciparum 3D7);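 active means inhibition reaching at least a set limit at 20 µM in the primary screen, cut at about 59% in these data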;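 further: 0% = DMSO wells with substrate and 100% = DMSO wells lacking glucose-6-phosphate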
The depositor's hits bear a star; nt = not tested or not shown. The order is random (roughly 4.1% active in at least one column).

No.	SMILES	SENP1 FRET inh	Apaf-1 inh	HKDC1 inhibitor	SENP7 inh	NLRP3 yeast inh
1	Cc1ccc(S(=O)(=O)N(CC2CO2)c2ccccc2[N+](=O)[O-])cc1 (stereo not given)	0	-6	-5	-7	8
2	CC(C)(CNC(=O)C1CCN(S(=O)(=O)c2cc([N+](=O)[O-])ccc2Cl)CC1)N1CCOCC1	0	6	7	0	20
3	O=C(CSc1nnc(CNC(=O)c2c(F)cccc2Cl)o1)c1ccccc1	0	-3	-7	6	19
4	CC(=O)Nc1ccc(C2NC(=S)N(c3ccccc3C(F)(F)F)C(C)=C2C(=O)N2CCOCC2)cc1 (stereo not given)	-5	-10	0	14	-4
5	Cc1c2c(nc3c(C(=O)NC4CC4)cnn13)CCCC2	1	-4	-3	-2	7
6	Cc1ccc(S(=O)(=O)N2[C@@H](c3ccc(C(C)(C)C)cc3)C(C(=O)O)=CC[C@H]2c2cccs2)cc1	-1	10	7	7	-9
7	O=c1[nH]cccc1-c1nc2ccccc2n1Cc1ccc(Cl)cc1	1	4	1	-1	0
8	Cc1cc(OCCOCCNCc2ccccc2)ccc1C(C)C	0	14	-6	-5	46

No.	SENP6 inh	SENP8 block-1	SENP8 block-2	PfG6PD inh
1	-1	-1	8	3
2	-8	12	9	2
3	2	-3	6	9
4	12	0	-21	-12
5	-20	-9	2	4
6	-9	6	12	-39
7	-8	-2	-318	18
8	-7	-5	-1	4

(next part)
No.	SMILES	SENP1 FRET inh	Apaf-1 inh	HKDC1 inhibitor	SENP7 inh	NLRP3 yeast inh
9	O=C(Nc1ccnn1C1CCN(Cc2cc3ccccc3[nH]2)CC1)C1CCOC1 (stereo not given)	-4	1	nt	5	1
10	Cc1cc(NN)nc(NS(=O)(=O)c2ccc(Cl)cc2)n1	2	9	7	-5	9
11	CC(=O)Oc1ccc2occ(C(=O)c3cccs3)c2c1	-2	9	-3	5	75*
12	Cn1c(SCC(=O)Nc2ccccc2-c2ccccc2)nnc1-c1ccco1	0	4	-3	0	9
13	COC(=O)c1ccc(N=Nc2c(C)[nH]n(-c3ccccc3)c2=O)cc1	2	8	-7	1	24
14	CCC(=NC(C)c1ccccc1)c1c(O)n(C)c(=O)n(C)c1=O (stereo not given)	2	-3	15	0	1
15	Cc1ccc(NC(=O)C2CCCN2C(=O)OCc2ccccc2)c(O)c1 (stereo not given)	2	-4	-7	4	20
16	CC(C)OCCCn1c(=O)c2ccccc2n2c(CCC(=O)NC3CCN(Cc4ccccc4)CC3)nnc12	2	-3	-6	-16	14

No.	SENP6 inh	SENP8 block-1	SENP8 block-2	PfG6PD inh
9	1	11	-1	nt
10	-13	-8	6	11
11	23	8	22	-8
12	-9	7	12	-5
13	3	1	33	-7
14	6	-2	3	-16
15	-11	2	6	7
16	-19	-4	13	0

Continuation:
No.	SMILES	SENP1 FRET inh	Apaf-1 inh	HKDC1 inhibitor	SENP7 inh	NLRP3 yeast inh
17	CCOC(=O)C1=C(C)NC(=O)NC1c1c(OCC(=O)N2CCCCC2)ccc2ccccc12 (stereo not given)	-1	-7	6	2	16
18	Cc1ccc(OCCNCc2ccccc2)c(C)c1	0	-5	-6	-1	30
19	COc1ccc(C(=O)NC(Cc2ccccc2)c2ccc3c(c2)OCCCO3)cc1 (stereo not given)	1	-2	4	3	9
20	CC(C)NC[C@@H](O)c1ccc(O)c(O)c1	-25	43*	5	6	9
21	CNc1ccc(/C=C2\CSc3ccccc3C2=O)cc1[N+](=O)[O-]	5	13	21	-21	22
22	CCC1(C)OC(=O)N2CCc3c(C)[nH]c4c(C)ccc(c34)C21C (stereo not given)	5	-6	1	-3	8
23	COC(=O)C1=NN(C(=O)c2ccccc2)C(C)(O)C1 (stereo not given)	1	-6	-5	6	21
24	Cn1c(N)c(C(=O)CSc2nnc(-c3ccccc3F)n2N)c(=O)n(C)c1=O	1	-10	7	4	-20

No.	SENP6 inh	SENP8 block-1	SENP8 block-2	PfG6PD inh
17	-6	0	29	-18
18	-10	2	17	7
19	-3	2	-2	-30
20	7	3	44*	52
21	6	-3	27	4
22	-8	13	-2	4
23	8	7	3	-8
24	14	0	8	3

Full records from above. Values in the order: SENP1 FRET inh	Apaf-1 inh	HKDC1 inhibitor	SENP7 inh	NLRP3 yeast inh	SENP6 inh	SENP8 block-1	SENP8 block-2	PfG6PD inh
Cc1ccc(OCCNCc2ccccc2)c(C)c1 is listed with 0	-5	-6	-1	30	-10	2	17	7
Cn1c(N)c(C(=O)CSc2nnc(-c3ccccc3F)n2N)c(=O)n(C)c1=O is listed with 1	-10	7	4	-20	14	0	8	3

Numbers 20 through 22, reprinted for reference:
No.	SMILES	SENP1 FRET inh	Apaf-1 inh	HKDC1 inhibitor	SENP7 inh	NLRP3 yeast inh
20	CC(C)NC[C@@H](O)c1ccc(O)c(O)c1	-25	43*	5	6	9
21	CNc1ccc(/C=C2\CSc3ccccc3C2=O)cc1[N+](=O)[O-]	5	13	21	-21	22
22	CCC1(C)OC(=O)N2CCc3c(C)[nH]c4c(C)ccc(c34)C21C (stereo not given)	5	-6	1	-3	8

No.	SENP6 inh	SENP8 block-1	SENP8 block-2	PfG6PD inh
20	7	3	44*	52
21	6	-3	27	4
22	-8	13	-2	4

Carrying on:
No.	SMILES	SENP1 FRET inh	Apaf-1 inh	HKDC1 inhibitor	SENP7 inh	NLRP3 yeast inh
25	Cc1ccc(CNC(=O)c2ccc3c(c2)S(=O)(=O)c2ccccc2C3=O)cc1	4	5	-2	-3	11
26	Cc1ccsc1/C=N/NC(=O)c1ccc2nc[nH]c2c1	0	8	-3	0	-1
27	CN(C(=O)c1ccc(NC(=O)Cc2cccc(NC(=O)C3CCN(C(=O)C4CCC4)CC3)c2)cc1)C1CCCC1	2	-1	-2	6	7
28	O=C(NCCCN1CCOCC1)c1cccc(NS(=O)(=O)c2ccc(Br)cc2)c1	0	9	4	-4	14
29	COCCn1cnc2c(c1=O)c1nc3ccccc3nc1n2/N=C/c1ccco1	-3	-12	-2	2	23
30	O=C(NCCCn1cccn1)C1CCC(=O)N(Cc2ccccc2F)C1 (stereo not given)	0	-10	-3	13	5
31	CSCC[C@H](NC(=O)[C@@H]1Cc2c([nH]c3ccccc23)C2c3ccccc3C(=O)N21)C(=O)NCC1CCCO1 (stereo not given in full)	-76	1	-3	4	0
32	COc1ccccc1CN(C)C(=O)CSCC(=O)Nc1ccccc1F	2	1	-4	-1	24

No.	SENP6 inh	SENP8 block-1	SENP8 block-2	PfG6PD inh
25	-10	-1	13	-9
26	-15	-5	0	5
27	-16	-4	15	-13
28	-9	-14	10	-6
29	3	1	-39	1
30	-20	-9	12	10
31	1	1	28	5
32	13	-1	6	5

(more compounds)
No.	SMILES	SENP1 FRET inh	Apaf-1 inh	HKDC1 inhibitor	SENP7 inh	NLRP3 yeast inh
33	Cc1ccc(C(=O)N2CC=C(c3ccccc3)CC2)s1	1	7	-1	-3	30
34	N/C(=N\OC(=O)c1ccc(Cl)c(Cl)c1)c1cccnc1	1	18	-4	64*	-14
35	Cc1n[nH]c(C)c1CCN(C)C(=O)C1CCC(=O)N(CC2CCCCC2)C1 (stereo not given)	1	-9	-4	-3	5
36	CC(=O)Nc1ccc(S(=O)(=O)N2CCc3c(Cl)cccc3C2)cc1	4	5	-1	-11	28
37	COc1ccc(CC(=O)N/N=C/c2c(C)n(C)c3ccccc23)cc1OC	-7	10	-1	-1	-9
38	O=C(NCCCn1ccnc1)c1cc2c(s1)CCCC2	-2	12	-5	3	-5
39	O=C(C[C@@H]1C/C=C\C[C@@H](Cc2ccc(F)cc2)C(=O)OC[C@@H]2CCCN2C1=O)NCCO	2	-12	-8	9	0
40	CCN1C(=O)c2cccc3c(S(=O)(=O)Nc4ccccc4OC)ccc1c23	-26	15	4	-1	-10

No.	SENP6 inh	SENP8 block-1	SENP8 block-2	PfG6PD inh
33	-1	8	16	-3
34	67*	24	17	12
35	-5	-7	-4	0
36	-4	-4	6	-14
37	-14	-3	1	-5
38	9	3	5	16
39	-14	1	0	7
40	-8	-3	-42	-30

(cont.)
No.	SMILES	SENP1 FRET inh	Apaf-1 inh	HKDC1 inhibitor	SENP7 inh	NLRP3 yeast inh
41	CCN1CCN(CC(O)COC(C)C)CC1 (stereo not given)	2	4	-6	11	20
42	Cc1ccc(C(=O)CCC(=O)N2CCN(c3ccc(F)cc3)CC2)cc1	0	16	-2	-1	20
43	Cc1ccc(C(=O)Nc2ccc(N3CCOCC3)nc2)cc1	1	-3	0	-4	16
44	CCCCCCCC(=O)Oc1ccc(C(=O)Nc2cc(C)on2)cc1	2	1	-3	7	20
45	CSc1nc(NCC(C)C)nc(N2CCOCC2)n1	-10	5	-10	7	8
46	CC(=O)c1ccc(N2CCN(S(=O)(=O)c3ccc4ccccc4c3)CC2)cc1	0	24	5	-3	16
47	Cc1cc(C)nc(N/N=C2/CCCC/C2=C\c2ccccc2)n1	1	8	-4	-6	20
48	O=C(c1ccc2oc(Cc3ccc(Cl)cc3)nc2c1)N1CCCCC1CCO (stereo not given)	2	-2	1	-7	15

No.	SENP6 inh	SENP8 block-1	SENP8 block-2	PfG6PD inh
41	4	6	4	-2
42	-7	-7	14	33
43	-8	2	7	4
44	-11	-1	24	-5
45	4	2	0	1
46	6	-12	-128	-6
47	-8	-12	19	24
48	2	-11	-4	7

Carrying on:
No.	SMILES	SENP1 FRET inh	Apaf-1 inh	HKDC1 inhibitor	SENP7 inh	NLRP3 yeast inh
49	CN(C)CCCOC(=O)c1ccccc1Cl	1	-7	-6	-13	18
50	O=C(NCCCN1CCCC1=O)C1CCN(S(=O)(=O)c2c(Cl)cccc2Cl)CC1	1	8	0	-1	-1
51	CCN1C(=O)N(CC)C(O)(c2ccccc2)C1(O)c1ccccc1 (stereo not given)	-1	0	-4	-2	4
52	CCc1noc(C)c1C(=O)N(C)CC(=O)Nc1cccc(OC)c1	2	-7	-8	-2	19
53	CC(/C=N/NC(=O)c1ccncc1)=C\c1ccco1	-11	-5	-7	8	14
54	O=C(Cc1nnc(NC(=O)Nc2ccccc2)s1)NCc1ccccc1	0	-10	-5	9	-6

No.	SENP6 inh	SENP8 block-1	SENP8 block-2	PfG6PD inh
49	2	-7	16	9
50	-9	4	14	-2
51	-10	1	10	-4
52	-3	1	3	-2
53	4	3	-9	-3
54	-1	-1	12	4

Copied from the list.
#53 in NLRP3 yeast inh → 14
#51 in NLRP3 yeast inh → 4
#54 in SENP8 block-2 → 12
#50 in PfG6PD inh → -2
#49 in SENP6 inh → 2
